BAZ2B inh: blocks human BAZ2B; AlphaScreen BAZ2B-H3K14Ac peptide displacement; AID 504333; Q9UIF8; hit rate 4.4% among 360,000; Potency, µM (series often up to 114 µM), for the others: top-dose activity change, negative = inhibition, hits mostly inhibitors; further: potency means the concentration at half of the fitted maximal effect; on the % scale 0 is the no-effect control and ±100 the full control effect; nearly all actives have a fitted effect of over 60% in size
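BAZ2B (50 nM) with biotin-H3(5-23)K14Ac peptide (50 nM) in PBS pH 7.4, 0.01% Tween-20, preformed 30 min, then compound 30 min at room temperature; top concentration 110uM. AlphaScreen streptavidin donor/nickel chelate acceptor beads (10 ug/mL final), 20 min dark, signal read.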
12-LOX inh: inhibitors of human 12S-lipoxygenase ALOX12. P18054. Potency, µM (highest dose often 108 µM), without a hit: at the top dose activity change, negative = inhibition, actives largely listed as inhibitors. AID 1671190. purified 12hLO, xylenol orange hydroperoxide absorbance. hit rate 1.1% among 580,000; further: potency means the concentration at half of the fitted maximal effect; on the % scale 0 is the no-effect control and ±100 the full control effect
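Purified human 12hLO (150 nM final) in 25 mM Hepes, 0.01% Triton X-100, pH 7.0 was preincubated 15 min at room temperature with compound. Then 40 uM arachidonic acid was added, 30 min. Hydroperoxide was read by Fe-XO absorbance ratio 573/405 nm.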
G9a block: blocks human histone lysine methyltransferase G9a | Q96KQ7 | G9a H3K9 monomethylation, AlphaScreen, 2 h | Potency, µM (top dose mostly 102 µM), for inactives: top-dose activity, negative = inhibition, most hits filed as inhibitors | hit rate 8.8% among 350,000 | AID 504332; further: potency means the concentration at half of the fitted maximal effect; on the % scale 0 is the no-effect control and ±100 the full control effect; nearly all actives have a fitted effect of over 75% in size
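Enzyme 20 nM + cpd, 15 min RT; add b-H3K9 pep 500 nM / SAM 20 uM; 2 h RT; anti-H3K9me1 Ab 0.5 ug/mL + SA donor / anti-rabbit acceptor beads 20 ug/mL each, 10 min; AlphaScreen read.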
ERG-DNA inh: inhibitors of human ERG Ets domain-DNA interaction; P11308; hit rate 0.028% among 370,000; AID 624246; fluorescence polarization, His-ERG Ets domain / labelled DNA; Potency, µM (highest dose often 76.9 µM), for inactives: at the highest dose FP activity, negative = inhibition, hits mostly inhibitors; active means well fitted inhibition curve with a large enough effect in the polarisation, with a control signal flat; inconclusive means small, poorly fitted or top-dose-only effect, or effect the other way, or a change in a side signal; inactive means no such curve, though single readings can be large or run the other way; the % refers to the polarisation;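 further: polarization taken with two DNA probes labelled with fluorescein and Texas red; potency means the concentration at half of the fitted maximal effect; % of control where 0% means no effect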
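His-tagged ERG Ets domain (1 uM in the protein solution; 300mM KCl, 50mM Tris-HCl, 1mM EDTA, 1mM DTT, pH 7.5) received compound, then a probe mix of 5 nM fluorescein-DNA and 100nM Texas-615-DNA. Fluorescence polarization was read for both dyes.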
JMJD2A Tudor: blocks the human JMJD2A Tudor domain; O75164; AlphaScreen JMJD2A-Tudor / H3K4me3 peptide binding; Potency, µM (highest dose often 114 µM), for inactives: top-dose activity change, negative = inhibition, usual class: inhibitors; hit rate 4.4% among 390,000; AID 504339; further: potency means the concentration at half of the fitted maximal effect; on the % scale 0 is the no-effect control and ±100 the full control effect; nearly all actives have a fitted effect of over 50% in size
Target sequence (O75164 whole entry, looked up, the tested form may be a part): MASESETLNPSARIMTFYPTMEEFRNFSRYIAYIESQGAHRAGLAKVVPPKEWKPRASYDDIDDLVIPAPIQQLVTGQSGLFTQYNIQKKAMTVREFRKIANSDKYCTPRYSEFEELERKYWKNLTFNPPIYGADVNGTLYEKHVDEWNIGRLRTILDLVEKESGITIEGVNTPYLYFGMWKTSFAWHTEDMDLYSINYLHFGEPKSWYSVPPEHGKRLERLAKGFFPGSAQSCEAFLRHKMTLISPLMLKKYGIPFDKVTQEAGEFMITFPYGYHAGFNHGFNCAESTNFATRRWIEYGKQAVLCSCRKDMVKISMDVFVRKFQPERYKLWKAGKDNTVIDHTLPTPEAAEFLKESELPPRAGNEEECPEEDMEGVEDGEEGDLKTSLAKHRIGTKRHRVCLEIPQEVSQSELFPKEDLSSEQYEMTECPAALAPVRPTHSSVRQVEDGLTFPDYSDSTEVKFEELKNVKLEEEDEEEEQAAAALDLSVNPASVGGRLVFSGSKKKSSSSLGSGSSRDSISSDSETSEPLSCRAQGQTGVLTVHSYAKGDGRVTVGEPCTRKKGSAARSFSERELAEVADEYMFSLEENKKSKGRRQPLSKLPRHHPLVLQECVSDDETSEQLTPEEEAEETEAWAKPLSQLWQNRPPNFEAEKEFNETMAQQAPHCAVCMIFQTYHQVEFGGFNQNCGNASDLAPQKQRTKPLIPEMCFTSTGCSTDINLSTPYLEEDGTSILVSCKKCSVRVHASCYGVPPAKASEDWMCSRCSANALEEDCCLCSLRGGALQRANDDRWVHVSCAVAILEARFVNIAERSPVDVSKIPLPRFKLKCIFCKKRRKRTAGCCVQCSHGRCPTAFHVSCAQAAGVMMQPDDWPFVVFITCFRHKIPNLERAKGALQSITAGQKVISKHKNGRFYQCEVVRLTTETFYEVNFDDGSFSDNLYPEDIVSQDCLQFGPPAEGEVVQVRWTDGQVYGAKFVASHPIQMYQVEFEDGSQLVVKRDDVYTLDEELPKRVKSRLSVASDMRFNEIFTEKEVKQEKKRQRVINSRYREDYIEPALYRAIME
HP1b binding inh: inhibitors of HP1-beta chromodomain binding to methylated histone tails | P83916 | AlphaScreen HP1-beta / biotin-H3K9me3 peptide binding | Potency, µM (doses to about 114 µM), without a hit: top-dose activity change, negative = inhibition, usual class: inhibitors | hit rate 0.56% among 390,000 | AID 540317; further: potency means the concentration at half of the fitted maximal effect; nearly all actives have a fitted effect of over 70% in size; inactives centre near 23
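Compound inhibition of the preformed complex between 50 nM HP1-beta and 50 nM biotinylated H3K9me3 peptide was read by AlphaScreen. Buffer was PBS pH 7.4 with 0.01% Tween-20. Incubations ran 30 min at room temperature, with 10 ug/mL donor/acceptor beads.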
PI4K2A block: blocks human PI4K2A kinase activity; purified PI4K2A, ADP-Glo luminescence, 1 h; hits give low values; Q9BTU6; activity change, negative = inhibition, % at 76.9 µM; hit rate 0.13% among 420,000; in the data active means activity change below about -50%; inconclusive means mostly about -30% to -49%;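 further: -100% = wells without enzyme as full effect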
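Compounds are screened against recombinant PI4K2A using PI as substrate and ATP, the latter dispensed at 300 microM. Reactions run one hour at ambient temperature before ADP-Glo detection; full inhibition defined by wells lacking enzyme.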
GLS inh: glutaminase GLS (human) inhibition | AID 624170 | hit rate 0.21% among 410,000 | Potency, µM (top dose mostly 45.5 µM), without a hit: at the highest dose activity change, negative = inhibition, hits mostly inhibitors | GLS enzymatic activity, qHTS titration | O94925; further: potency means the concentration at half of the fitted maximal effect; on the % scale 0 is the no-effect control and ±100 the full control effect
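Glutamate formation by hKGA was monitored fluorometrically using coupled glutamate oxidase, HRP and Amplex Red. Substrate was added as 1 mM L-glutamine solution; incubation was 30 min at RT after an initial read.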
RGS4 inhibitor: human RGS4 inhibition | P49798 | Transcreener GDP fluorescence polarization, RGS4-accelerated GTP hydrolysis | Potency, µM (series often up to 114 µM), inactives show at the top dose activity change, negative = inhibition, usual class: inhibitors | hit rate 0.039% among 390,000 | AID 504845; further: potency means the concentration at half of the fitted maximal effect; on the % scale 0 is the no-effect control and ±100 the full control effect; nearly all actives have a fitted effect of over 75% in size; some results filed as inactive show a strong effect at the top dose
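MLSMR compounds (23 nl, pin-transferred) preincubated 10 min at room temperature with a 500nM (2x) first reagent, then RGS4 at 900nM (2x) plus Transcreener GDP mix added; fluorescence polarization (620/688 nm) read before and after 90 min at 30 °C.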
* = called active by the depositor; ? = inconclusive; · = no result given; & = joins results of further samples; [ ] = remark or other dose. Unless noted, the call rests on the fitted dose curve; in most records, active means well fitted curve in the direction sought with a large enough effect; inconclusive means small, poorly fitted or top-dose-only effect, or another doubt; inactive means no such curve, though single readings can be large; an effect the other way counts as inactive or inconclusive. Only part of the results is shown; count on the stated rates, not on these rows.

BAZ2B inh	12-LOX inh	G9a block	ERG-DNA inh	JMJD2A Tudor	HP1b binding inh	PI4K2A block	GLS inh	RGS4 inhibitor	Structure
-13%	-15%	17%	-10%	-8%[11.4 µM]	28%	-3	-5%	12%	Cc1c(-c2ccn[nH]2)cc(NC(=O)c2ccc(Cl)cc2)c(=O)n1N
-5%	-12%	-3%	5%	-10%	18%	4	?	-4%	Cc1cnc(C(=O)OC(C)C(=O)Nc2ccc(Cl)cn2)cn1 (stereo not drawn)
·	?	·	-2%	-14%	25%	1	5%	4%	O=C(OCC(=O)c1c[nH]c2ccccc12)c1cncc(Br)c1
-1%	?	-19%	-14%	-20%	-2%	-2	0%	-2%	CCOc1ccc(C(=O)Nc2cccc(C(C)=O)c2)cc1[N+](=O)[O-]
?	-152%	?	1%	?	8%	-5	1%	15%	COc1cc2[nH]c(C(=O)N3CCC(Cc4ccccc4)CC3)cc2c(OC)c1OC
13%	-20%	12%[59 µM]	-7%	-11%	27%	0	4%	19%	COCc1cc(C)nc2sc3c(c12)NC(c1ccc(NC(C)=O)cc1)N(c1ccc(C)cc1)C3=O (stereo not drawn)
-5%	0%	·	-4%	1%	27%	25	-2%	-20%	C/C(Cc1ccccc1)=N\NC(=O)CNC(=O)c1ccccc1O
-20%	-2%	-10%	7%	-14%	21%	2	-2%	-13%	CN(C(=O)COC(=O)/C=C/c1cn(-c2ccccc2)nc1-c1ccc2c(c1)OCCO2)C1CCS(=O)(=O)C1 (stereo not drawn)
-10%	8%	24%[2.33 µM]	8%	-18%	22%	-1	-4%	0%	COc1ccc2c(c1)OC[C@H]1[C@H]2N2C(=O)CN(Cc3ccc(F)cc3)C(=O)[C@@]2(C)[C@H]1c1ccccc1
-9%	-13%	4%[12.7 µM]	-3%	1%	32%	-2	-6%	-27%	Cc1nc(-c2ccccc2)nc2[nH]c(=O)n(-c3ccccc3)c(=O)c12
-3%	-2%	-1%	1%	-15%	43%[activator]	3	-11%	7%	CCN(CC(=O)NC(C)C)C(=O)[C@@H](NC(=O)c1ccco1)C(C)C
-7%	10%	2%[12.7 µM]	15%	-21%	-1%[57 µM]	-4	-10%	-17%	COc1cccc(CN2CCC(Oc3ccc(C(=O)NCc4ccccn4)cc3)CC2)c1O
?	12%	?	?	-28%	?	-3	?	?	Nc1nn2c(-c3ccccc3)cc(=O)[nH]c2c1N=Nc1ccc(O)cc1
-35%	-25%	14µM*	-5%	-24%	45%[activator]	-6	-5%	-40%	CCN1CCc2nc3sc(C(=O)Nc4ccccc4OC(F)(F)F)c(N)c3cc2C1
6%	0%	5%	-3%	-13%	20%	1	2%	37%	Cc1ccc(-c2cc(-c3nnc(SCC(=O)N(C)CCC#N)n3N)c3ccccc3n2)cc1
-31%	-6%	?	7%	4%	20%	3	-3%	-10%	CCCS(=O)(=O)c1nc(S(=O)(=O)c2ccc(C)cc2)c(NCCCN2CCOCC2)s1
·	4%	·	0%	-11%	16%[57 µM]	17	17%	-9%	Nc1ccc2nc(N)sc2c1
5%	-22%	-41%[59 µM]	7%	-13%	13%	-3	2%	1%	O=C(COC(=O)c1ccc(CO)cc1)NCc1cccs1
-3%	-6%	?	4%	1%[11.4 µM]	9%	2	4%	-3%[11.4 µM]	Cn1nnnc1SCC(=O)Nc1ccc(S(=O)(=O)N2CCOCC2)cc1
10%	7%	24%[59 µM]	13%	0%	51%[activator]	2	10%	-16%	Cc1ccc(-n2nnnc2/C=C\Nc2cc(C)on2)cc1
6%	10%	-2%[12.7 µM]	-7%	-9%	33%	-13	7%	9%	Nc1ccc(Br)c[n+]1Cc1cccc2cccnc12
9%	?	-6%	-3%	0%	28%	-1	-9%	-17%	COc1cccc(CN(C(=O)c2cc3ccccc3oc2=O)C2CCS(=O)(=O)C2)c1 (stereo not drawn)
6%	-10%	35µM*	18%	11%	?	-1	-11%	-35%	CC(C)N(Cc1ccccc1)C(=O)COC(=O)C1CCN(c2ccc(C(F)(F)F)cn2)CC1
-10%	-6%	1%[59 µM]	-2%	-24%	11%	1	-11%	-3%	CCOc1ccc(CNCCCSc2nnnn2C)cc1OC
0%	-12%	-25%[59 µM]	-4%	-14%	27%	1	2%	35%	CCCC(=O)Nc1cc(-c2nnc3c4ccccc4c(C)nn23)ccc1C
-12%	-22%	37%[activator]	0%	-1%	21%	-1	2%	7%	CCc1cc(=O)oc2cc(OCC(=O)NCCCN3CCOCC3)c(Cl)cc12
-6%	-17%	-11%[12.7 µM]	1%	-12%	16%	7	0%	3%	COC(=O)c1c(NC(=O)CSc2nnnn2C)sc(C)c1C
-13%	?	5%[59 µM]	-7%	-26%	-8%	6	-6%	-17%	COc1cccc(CNC(=O)c2ccc3c(=O)n4nc(Nc5ccccc5)sc4nc3c2)c1
-18%	-4%	6%[59 µM]	7%	-20%	31%	-6	-11%	8%[56.9 µM]	Cn1c(O)c(N=NC(=O)CNC(=O)/C=C/c2ccccc2)c2ccccc21
-7%	0%	-25%[59 µM]	1%	-33%	29%	4	6%	16%	Cc1noc(NS(=O)(=O)c2ccc(NC(=O)c3ccoc3C)cc2)c1C
-6%	2%[57.4 µM]	28µM*	-1%	-28%	24%	1	-1%	-32%	COc1ccc(-c2nc(CS(=O)CC(=O)N3CCc4ccccc4C3)c(C)o2)cc1 (stereo not drawn)
-1%	2%	28%[0.501 µM]	-1%	-16%	14%	0	-2%	18%	CCc1c(C(=O)NC2CCCCC2)[nH]c(C)c1C(C)=O
-14%	-9%	5%	12%	-4%	28%	1	0%	-6%	CCOC(=O)N1CCN(Cc2nc3cc(NC(=O)C(C)C)ccc3n2C)CC1
-11%	?	2.2µM*	2%	-32%	13%	8	12%	-19%	Cn1c(-c2sc3cc(C(F)(F)F)cnc3c2-c2ccccc2)n[nH]c1=S
?	-12%	-10%[59 µM]	1%	-12%	21%	-3	-2%	2%	CCc1ccccc1NC(=O)CSc1nccn1C
4%	-17%	1%[59 µM]	-2%	-10%	9%	2	-6%	15%	CCOc1ccc(Nc2nc(Nc3ccc(OCC)cc3)nc(N3CCOCC3)n2)cc1
1%	0%	53%[activator]	-3%	-3%	30%	1	9%	-6%	CCOc1ccc(-c2nc(S(=O)(=O)c3ccccc3)c(NC)o2)cc1
-7%	12%&-7%	-6%[59 µM]	-1%	-25%	21%	-1	1%	-30%	CCOc1ccc(NC(=O)c2cc(=O)c3cc(CC)ccc3o2)cc1
-3%	0%	10µM*	0%	-11%	9%	-16	-8%	-35%	Cn1c(=O)c2c(-c3ccccc3F)c3c(nc2n(C)c1=O)-c1ccccc1C3O (stereo not drawn)
-3%	2%	-6%[59 µM]	-11%	-8%	24%	-1	11%	30%	CS(=O)(=O)c1nc2c(cc1C#N)CCCC2
-29%	16µM*	?	-11%	-26%	22%	-7	27%	-5%	COc1ccc2cc(C(=O)N3CCN(c4ccccc4OC)CC3)[nH]c2c1
0%	6%	-27%[12.7 µM]	-1%	-11%	42%[activator]	2	1%	-22%	COCCn1nnnc1CN(CCCN1CCOCC1)Cc1cc2c(C)ccc(C)c2[nH]c1=O
2%	-17%	4%	10%	-6%	0%	2	10%	-9%	CC(C)(O)C(=O)NN(Cc1ccccc1)c1ccccc1
-11%	-17%	-32%[59 µM]	3%	-6%	26%	-1	-2%	18%	Cc1ccc(CNS(=O)(=O)c2c(C)nc3sc(C)cn3c2=O)cc1
-36%	?	-9%[59 µM]	-3%	?	-5%	-1	26%	-20%	CCOC(=O)c1c(C)[nH]c(C=Nc2ccc(OC)cc2)c1O
22µM*	0%	1µM*	0%	35µM*	?	-4	26%	10%	CC(C)c1ccc(S(=O)(=O)N2CCN(CCC(=O)Nc3ccc(N(C)C)cc3)CC2)cc1
-13%	?	14µM*	10%	?	35%	-8	-6%	-13%	Cc1ccc(C)c(/C(O)=C2/C(=O)C(=O)N(CCN3CCOCC3)C2c2ccc(C)o2)c1 (stereo not drawn)
-10%	?	10%[59 µM]	1%	-5%	31%	-4	10%	-10%	CC(C)c1ccc(NC(=O)[C@H]2O[C@@H]3OC(C)(C)O[C@@H]3[C@H]3OC(C)(C)O[C@H]32)cc1
-17%	10%	23%	-6%	26%	48%[activator]	0	-1%	-49%	COc1ccc(CCNC(=O)CN(c2cc(C)cc(C)c2)S(=O)(=O)c2c(C)noc2C)cc1OC
16%	6%	54%[59 µM]	1%	-2%	42%[activator]	-1	-1%	-19%	COc1ccccc1NS(=O)(=O)c1cc(-c2cc(C)no2)ccc1OC
3%	-22%	-17%[59 µM]	1%	-5%	37%	2	-2%	-29%	CCCN(CCC)C(=O)Cn1c(=O)n(-c2cccc(C(F)(F)F)c2)c(=O)c2c(C)c(C)sc21
-18%	-15%	-3%	-2%	-27%	30%	-3	3%	-48%	CCN(CC)S(=O)(=O)c1ccc(OC)c(NC(=O)c2cccc(C)c2[N+](=O)[O-])c1

Looked up above:
COc1ccc(CCNC(=O)CN(c2cc(C)cc(C)c2)S(=O)(=O)c2c(C)noc2C)cc1OC in G9a block = 23%
COc1ccccc1NS(=O)(=O)c1cc(-c2cc(C)no2)ccc1OC in BAZ2B inh = 16%
